Pol beta inh – inhibitors of human DNA polymerase beta. P06746. Pol beta primer extension/strand displacement, fluorescence kinetic. Potency, µM (titrated, usually from 114 µM), for the others: at the top dose activity change, negative = inhibition, usual class: inhibitors. 1.3% of 340,000 active; note: potency is the fitted concentration of half-maximal effect; % is set by controls: 0 for no effect and ±100 for the full control effect
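Preincubation: enzyme (10 nM) with compound, 15 min, RT. Reaction: substrate added to 50 nM final. Reads: 0 and 10 min. Analysis: normalized, Hill fit.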
Pol eta inh – blocks human DNA polymerase eta activity. Q9Y253. recombinant Pol eta, fluorescent DNA replication assay. Potency, µM (titrated, usually from 114 µM), for the others: top-dose activity change, negative = inhibition, most hits filed as inhibitors. 1.2% of 390,000 active. AID 588591; note: potency is the fitted concentration of half-maximal effect; % is set by controls: 0 for no effect and ±100 for the full control effect
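Fluorescent replication assay: 50 nM final substrate added after a 15 min room-temperature compound preincubation with 10 nM enzyme. Signal taken at 0 min and again at 10 min.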
Tb PGK inh – blocks T. brucei phosphoglycerate kinase; PGK/GAPDH coupled, Kinase-Glo luminescence, 60 min; 0.043% of 380,000 active; Potency, µM (top dose mostly 57.5 µM), for inactives: at the top dose activity change, negative = inhibition, usual class: inhibitors; AID 602233; note: potency is the fitted concentration of half-maximal effect; % is set by controls: 0 for no effect and ±100 for the full control effect; nearly all actives have a fitted effect of over 60% in size
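Luminescent ATP detection (Kinase-Glo Plus) follows a 60-minute room-temperature incubation, with wells lacking PGK as controls. Buffer: 100 mM TEA (pH 7.6), 5 mM MgCl2, 0.01% Tween-20. Coupling enzyme GAPDH (100 nM final) supplies unstable 1,3-BPG in-well.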
POLK inh – DNA polymerase kappa (human) inhibition | Q9UBT6 | purified Pol kappa, fluorescent DNA synthesis assay, 10 min | Potency, µM (titrated, usually from 107 µM), for the others: top-dose activity, negative = inhibition, actives largely listed as inhibitors | 0.53% of 400,000 active | AID 588579; note: potency is the fitted concentration of half-maximal effect; % is set by controls: 0 for no effect and ±100 for the full control effect
Target sequence (Q9UBT6 whole entry, looked up): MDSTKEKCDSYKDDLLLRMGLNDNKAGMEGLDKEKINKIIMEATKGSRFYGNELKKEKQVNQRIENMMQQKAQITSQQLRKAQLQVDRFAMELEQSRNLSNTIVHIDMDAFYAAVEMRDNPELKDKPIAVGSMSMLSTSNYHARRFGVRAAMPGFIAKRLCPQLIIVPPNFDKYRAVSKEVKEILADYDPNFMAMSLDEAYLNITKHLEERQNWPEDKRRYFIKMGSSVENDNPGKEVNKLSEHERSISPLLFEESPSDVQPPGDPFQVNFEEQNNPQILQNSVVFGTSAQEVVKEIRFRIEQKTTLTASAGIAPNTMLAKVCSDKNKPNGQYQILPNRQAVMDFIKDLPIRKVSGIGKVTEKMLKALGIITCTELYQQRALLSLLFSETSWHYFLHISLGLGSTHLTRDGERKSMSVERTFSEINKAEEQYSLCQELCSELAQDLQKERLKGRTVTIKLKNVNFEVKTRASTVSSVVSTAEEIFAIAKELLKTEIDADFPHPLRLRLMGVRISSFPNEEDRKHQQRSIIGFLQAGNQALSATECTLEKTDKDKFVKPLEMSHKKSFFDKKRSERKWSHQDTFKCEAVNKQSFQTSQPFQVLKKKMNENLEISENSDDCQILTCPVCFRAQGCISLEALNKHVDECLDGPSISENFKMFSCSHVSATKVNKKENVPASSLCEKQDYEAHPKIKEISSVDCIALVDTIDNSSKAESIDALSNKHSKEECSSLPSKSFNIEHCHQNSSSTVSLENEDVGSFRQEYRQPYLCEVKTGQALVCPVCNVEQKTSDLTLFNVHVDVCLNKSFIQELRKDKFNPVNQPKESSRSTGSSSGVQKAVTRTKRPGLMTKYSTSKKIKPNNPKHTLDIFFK
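Activity was followed as the change in fluorescence between reads at 0 and 10 min after starting the reaction with 50 nM substrate. Beforehand, 10 nM polymerase had been preincubated with compound for 15 min at room temperature.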
RXFP1 antag – blocks the human relaxin receptor RXFP1. 0.59% of 350,000 active. Q9HBX9. AID 1259400. activity change, negative = inhibition, % at 57.5 µM. HEK293-RXFP1, relaxin-stimulated cAMP HTRF, 30 min; active compounds read low;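 active = activity change of -60% or lower, but not beyond a set lower limit; inconclusive = change between -60% and -40%, or beyond the set limit; inactive = change above -40%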; note: % is set by controls: 0 for no effect and ±100 for the full control effect
POLI inh – DNA polymerase iota (human) inhibition. Q9UNA4. Pol iota fluorescent replication assay, 10 min. Potency, µM (series often up to 115 µM), without a hit: at the top dose activity, negative = inhibition, most hits filed as inhibitors. 1% of 390,000 active. AID 588590; note: potency is the fitted concentration of half-maximal effect
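Pol iota at 10 nM preincubated 15 min with compounds at room temperature; reaction started with fluorescent substrate, 50 nM final. Fluorescence read kinetically at 0 and 10 min; buffer-only wells as negative control.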
Apoferritin bind – binds horse apoferritin like a general anesthetic. apoferritin/1-aminoanthracene competitive binding, fluorescence. Potency, µM (doses to about 77.5 µM), without a hit: top-dose activity change, negative = displacement, most hits filed as inhibitors. 0.074% of 350,000 active. AID 485281; note: potency is the fitted concentration of half-maximal effect; % is set by controls: 0 for no effect and ±100 for the full control effect; nearly all actives have a fitted effect of over 20% in size
Target sequence (P02791 2-175 limits assumed): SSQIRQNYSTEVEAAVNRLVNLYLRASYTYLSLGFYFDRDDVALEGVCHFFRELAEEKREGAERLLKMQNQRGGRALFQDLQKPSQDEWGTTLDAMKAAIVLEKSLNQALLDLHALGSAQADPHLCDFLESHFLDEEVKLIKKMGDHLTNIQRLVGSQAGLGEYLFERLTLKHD
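Apoferritin-based anesthetic binding model; compound displacement of fluorescent 1-AMA measured as endpoint fluorescence after 10 minutes at room temperature, scaled to free-ligand and complex controls.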
APEX1 inh – APE1 (human) endonuclease inhibition. P27695. recombinant APE1, TAMRA/BHQ-2 abasic DNA cleavage fluorescence. Potency, µM (series often up to 65.8 µM), inactives show at the highest dose activity change, negative = inhibition, most hits filed as inhibitors. 0.35% of 350,000 active. AID 2517;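 note: potency is the fitted concentration of half-maximal effect; plate controls were vehicle for no effect and reference inhibitor for full effect; nearly all actives have a fitted effect of over 55% in size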
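Readout is kinetic fluorescence (ex 525, em 598 nm) from cleavage of 50 nM TAMRA/BHQ-2 THF abasic duplex by 0.75 nM APE1, compound added 15 min beforehand at RT.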
BLM helicase inh – Bloom syndrome helicase (human) inhibition | P54132 | recombinant BLM DNA unwinding, fluorescence dequenching | Potency, µM (doses to about 56.1 µM), for the others: at the highest dose activity change, negative = inhibition, usual class: inhibitors | 0.2% of 350,000 active;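 note: potency is the fitted concentration of half-maximal effect; plate controls were vehicle for no effect and no enzyme for full effect; nearly all actives have a fitted effect of over 35% in size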
* marks the source's active call; other numbers are inactive results; i = inactive; u = inconclusive; x = not tested or not shown; [ ] = dose if it differs, or a comment. Unless noted, calls come from the whole dose curve; as a rule, active = well fitted curve in the direction sought with a large enough effect; inconclusive = small, poorly fitted or top-dose-only effect, or another doubt; inactive = no such curve, though single readings can be large; an effect the other way counts as inactive or inconclusive.

#1 Cc1nn(-c2ccccc2)c(C)c1/C=C/C(=O)OCC(=O)Nc1ncc(C(F)(F)F)cc1Cl
#2 COc1cccc(/C=C2\CCCCC2=O)c1
#3 COc1ccc(/C(C)=N\Nc2nc(-c3ccccc3)cc(=O)[nH]2)cc1
#4 O=[N+]([O-])c1ccccc1/C=N/n1c(-c2cccnc2)n[nH]c1=S
#5 Cc1ccc(Cl)cc1N1CCN(Cc2nc3c(c(=O)[nH]c(=O)n3C)n2Cc2ccccc2F)CC1
#6 O=C(O)c1ccccc1NC(=O)C1C2C=CC(C2)C1C(=O)O (stereo not drawn)
#7 COCCNC(=O)CNC(=S)N(Cc1ccccc1)Cc1cccnc1
#8 COc1ccc(NC(=O)Nc2ccc3[nH]ccc3c2)cc1
#9 COc1ccc(S(=O)(=O)N2CCOCC2)cc1NC(=O)CC1CCCC1
#10 CSc1ccccc1NC(=O)CN(C)Cc1cccc(Cl)c1

| Compound | 1 | 2 | 3 | 4 | 5 | 6 | 7 | 8 | 9 | 10 |
| --- | --- | --- | --- | --- | --- | --- | --- | --- | --- | --- |
| APEX1 inh | 3% | 25% | 2% | 0% | -2% | -14% | -2% | x | 2% | -10% |
| Tb PGK inh | 0% | 4% | 1% | -5% | 4% | 2% | -4% | 10% | -11% | 4% |
| POLK inh | -6% | -8% | 1% | -13% | -10% | -12% | -5% | -7% | -22% | 0% |
| BLM helicase inh | -1% | 0% | -6% | -2% | -15% | -2% | 3% | x | x | -6% |
| Pol beta inh | 10% | -1% | 28% | 3% | 1% | 0% | -1% | x | x | -2% |
| RXFP1 antag | x | -10 | x | x | x | 15 | -3 | 9 | -6 | -18 |
| Pol eta inh | -1% | 0% | -4% | -8% | -29% | -12% | -21% | -12% | -5% | -11% |
| Apoferritin bind | -2% | -2% | 5% | -5% | -8% | 0% | -9% | x | x | -3% |
| POLI inh | 7% | -16% | 23% | 18% | 0% | 100%[activator] | 148%[activator] | 167%[activator] | 25% | 82%[activator] |

#11 Cc1ccc(C(=O)c2oc3ccccc3c2NC(=O)COc2ccccc2Cl)cc1
#12 CCc1ccc(CN2CCc3nc(N4CCN(c5ccccc5F)CC4)ncc3C2)cc1
#13 CCCN(CCC)C(=O)c1ccc2c(=O)n(Cc3ccco3)c(=S)[nH]c2c1
#14 Nc1nccc(-c2ccc(-n3cccc3)cc2)n1
#15 CCOc1ccc(OCC)c(NC(=O)C2COc3ccccc3O2)c1 (stereo not drawn)
#16 COc1ccc(CNC(=O)Cn2nnc3ccccc3c2=O)cc1
#17 CCOc1ccccc1NC(=O)c1ccoc1C
#18 CCCn1c(SCC(=O)N(C2CCCCC2)C2CCS(=O)(=O)C2)n[nH]c1=O (stereo not drawn)
#19 CC(=O)c1c(C)[nH]c(C(=O)OCC(=O)NCc2cccs2)c1C
#20 Cc1ccc2nc3c(cc(C(=O)NC4CCCCC4)c(=N)n3C(C)C)c(=O)n2c1

| Compound | 11 | 12 | 13 | 14 | 15 | 16 | 17 | 18 | 19 | 20 |
| --- | --- | --- | --- | --- | --- | --- | --- | --- | --- | --- |
| APEX1 inh | x | x | u | -10% | 11% | -1% | 5% | -2% | 16% | x |
| Tb PGK inh | i | i | -9% | -1% | 3% | -2% | 5% | i | -8% | 0% |
| POLK inh | 0% | 1%[60.1 µM] | -6% | -2% | -10% | 9% | 3% | 4% | -2% | -2% |
| BLM helicase inh | -2% | -3% | u | -7% | -6% | -1% | -2% | x | x | 0% |
| Pol beta inh | -20% | -11% | -13% | 2% | -13% | 2% | u | x | x | 6% |
| RXFP1 antag | x | -25 | -1 | 8 | 17 | 6 | 3 | 0 | -6 | -8 |
| Pol eta inh | -15% | -11% | u | -5% | -14% | -17% | 14% | 1% | 1% | -14% |
| Apoferritin bind | 22% | -7% | u | 0% | -5% | -14% | -8% | x | x | 63%[activator] |
| POLI inh | 15% | -2% | 22% | 11% | -2% | 84%[activator] | 16% | -14% | 15% | 8% |

#21 CN(C)/C=C1\C=C(c2ccccc2)OC1=O
#22 COc1ccc2c(c1)CCCC21NC(=O)N(CC(=O)NC(=O)NCc2ccccc2)C1=O (stereo not drawn)
#23 Cc1ccc(OCC(O)CN2CCN(c3ccccn3)CC2)c(C)c1 (stereo not drawn)
#24 CCOC(=O)c1cn2nc(N3CCCC3)ccc2n1
#25 COc1cccc2cc(C(C)N(CCCN3CCOCC3)C(=O)Nc3ccccc3)oc12 (stereo not drawn)
#26 O=C(CN1CCN(C(=O)C2CCN(C(=O)/C=C/c3ccccc3)CC2)CC1)Nc1ccc(F)cc1
#27 CC1=CCC2C(=O)N(c3cccc(C(=O)NCc4ccccc4)c3)C(=O)C2C1 (stereo not drawn)
#28 Cc1nc2ccccc2c2oc(C(=O)N3CCN(C4CCCCC4)CC3)cc12
#29 CCOC(=O)C1CCCN(S(=O)(=O)c2ccc3c(c2)CCN3C(=O)CC)C1 (stereo not drawn)
#30 CC(C)(C)S(=O)(=O)c1ccccc1C(=O)O

| Compound | 21 | 22 | 23 | 24 | 25 | 26 | 27 | 28 | 29 | 30 |
| --- | --- | --- | --- | --- | --- | --- | --- | --- | --- | --- |
| APEX1 inh | -2% | 0% | 1% | 16% | -1% | x | 18% | 2% | x | 0% |
| Tb PGK inh | 5% | -1% | i | -10% | 4% | 3% | i | i | 2% | i |
| POLK inh | -10% | -10% | -2% | -5% | -1% | -5% | 0% | 22% | -13% | -3% |
| BLM helicase inh | -3% | -8% | -2% | 2% | 0% | x | -3% | 5% | 2% | -1% |
| Pol beta inh | u | 8% | -15% | 2% | 2% | x | 8% | -13% | 6% | 8% |
| RXFP1 antag | -4 | -8 | -21 | 7 | -8 | -2 | 1 | -17 | x | -4 |
| Pol eta inh | 0% | -1% | -18% | -5% | -9% | -17% | -9% | -12% | -8% | 2% |
| Apoferritin bind | -21% | -12% | -7% | -12% | -9% | x | u | -11% | 5% | -6% |
| POLI inh | u | 0% | 89%[activator] | 59%[activator] | 6% | 17% | -4% | 19% | 5% | 10% |

#31 COc1ccccc1NC(=O)C(C)N1CCN(C/C=C/c2ccccc2)CC1 (stereo not drawn)
#32 Cc1ccc(S(=O)(=O)N[C@H](C(=O)N2CCC(C(=O)N3CCC[C@H]3C(=O)O)CC2)C(C)C)cc1
#33 CCc1ccc(NS(=O)(=O)c2cc(-c3cnc(C4CC4)o3)ccc2C)cc1
#34 CCNC(=S)NNC(=O)c1cc(-c2cccc(C)c2)nc2ccccc12
#35 Cc1ccc(C(=O)COC(=O)CN2C(=O)C3C4CC(C(Br)C4Br)C3C2=O)cc1 (stereo not drawn)
#36 O=C(O)C1CCCN1C(=O)OCC1c2ccccc2-c2ccccc21 (stereo not drawn)
#37 Cc1cc(C)n(CC2CC(=O)N(c3ccc(C)c(Cl)c3)C2=O)n1 (stereo not drawn)
#38 CCN=c1scc(C)n1/N=C/c1ccc(O)c(O)c1O
#39 COCCn1c(-c2ccc(Cl)cc2Cl)nc2c(c(=O)c3ccccc3n2C)c1=O
#40 Cn1cnnc1Sc1ccc(C(=O)OCC(=O)NCC(F)(F)F)cc1[N+](=O)[O-]

| Compound | 31 | 32 | 33 | 34 | 35 | 36 | 37 | 38 | 39 | 40 |
| --- | --- | --- | --- | --- | --- | --- | --- | --- | --- | --- |
| APEX1 inh | -4% | -15% | x | -9% | -9% | 10% | 1% | u | 0% | 2% |
| Tb PGK inh | 4% | i | -3% | -5% | -11% | -10% | i | -10% | -8% | -2% |
| POLK inh | -8% | 1% | 3%[60.1 µM] | -6% | 6% | 0% | -2% | 22µM* | -8% | -11% |
| BLM helicase inh | 2% | 0% | -8% | -20% | -10% | 1% | 3% | -19% | -3% | 0% |
| Pol beta inh | 17% | -13% | -8% | 33% | 0% | -1% | 3% | 10µM* | 5% | 19% |
| RXFP1 antag | 4 | -31 | x | 1 | -6 | -2 | 2 | u | 13 | 2 |
| Pol eta inh | -9% | -7% | u | -15% | 2% | -15% | -6% | 6.3µM* | -3% | -5% |
| Apoferritin bind | u | -6% | 55%[activator] | u | -16% | 9% | -18% | u | 2% | 0% |
| POLI inh | u | -5% | 10% | 13% | 9% | 45%[activator] | 12% | 8.9µM* | 12% | 30% |

#41 CCOc1ccc2nc(NC(=O)CSC3=NCCS3)sc2c1
#42 CN1CCN(c2nc3ccccn3c(=O)c2C=O)CC1
#43 CCOC(=O)C1C(=O)NC(SC)=C(C#N)C1c1ccccc1F (stereo not drawn)
#44 CSc1ccccc1NC(=O)CSc1n[nH]c(N)n1
#45 Cn1c(=O)c2c(nc(CN3CCC(C(N)=O)CC3)n2Cc2ccccc2Cl)n(C)c1=O
#46 Cc1ccc(S(=O)(=O)N2CCOCC2)cc1C(=O)OCC(=O)Nc1ccc2c(c1)OCO2

| Compound | 41 | 42 | 43 | 44 | 45 | 46 |
| --- | --- | --- | --- | --- | --- | --- |
| APEX1 inh | -6% | 8% | -5% | -4% | 3% | 1% |
| Tb PGK inh | -2% | -3% | -4% | -2% | 3% | 9% |
| POLK inh | -18% | -13% | 0% | -7% | 6% | -3% |
| BLM helicase inh | -9% | 0% | -4% | -4% | 4% | -1% |
| Pol beta inh | 5% | u | -1% | 2% | 2% | 24% |
| RXFP1 antag | u | 7 | -8 | -21 | 0 | -3 |
| Pol eta inh | -5% | -14% | -5% | -28% | -21% | -12% |
| Apoferritin bind | -15% | -9% | -14% | -5% | -10% | -16% |
| POLI inh | 9% | 149%[activator] | 11% | 84%[activator] | 24% | 9% |

High-throughput results: PubChem, National Center for Advancing Translational Sciences (NCATS)

Not all compounds are listed. The share of hits here may be higher or lower than overall.
